Compound activity as filed in PubChem.
Pf Dd2 inh: qHTS Primary assay for Inhibitors of Plasmodium falciparum Dd2 growth in vitro. P. falciparum Dd2 growth, SYBR Green, 72 h. hit rate 4.3% among 120,000. Potency, µM (highest dose often 28.9 µM), without a hit: top-dose activity, negative = inhibition, hits mostly inhibitors. AID 1347417, 2020; active = well fitted inhibition curve with a large enough effect; inconclusive = small, poorly fitted or top-dose-only effect; inactive = no such curve, though single readings can be large or run the other way;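 also: plate controls were DMSO vehicle for no effect and reference drug for full effect; nearly all actives have a fitted effect of over 65% in size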
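Readout: SYBR Green fluorescence, 485 nm excitation, 535 nm emission, after ~16 h lysis at 37C. Before that, Dd2-infected red cells (2.5% hematocrit) grew 72 h with compound, 29 uM top final concentration.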
The depositor's hits bear a star; i = inactive; ? = inconclusive; [ ] = another dose, or the depositor's remark. Potency is read from the fitted curve at half-maximal effect. These rows are one share of the data; count on the stated rates, not on these rows.

SMILES	Pf Dd2 inh
COc1ccc(NC(=O)C(=O)NCCc2csc(-c3ccc(Cl)cc3)n2)cc1OC	?
Cc1nn(-c2ccc(C(C)C)cc2)c(C)c1[C@@H]1C=C[C@@H](NC(=O)NCc2ccccc2)C1	-30%[44.1 µM]
CCOC(=O)c1ccc2c(c1)N(CC(=O)Nc1ccc(CC)cc1)C(=O)c1ccccc1S2	i
Cc1ccc(CNC(=O)N2CCCCC2c2nc(C3CC3)n[nH]2)cc1 (stereo unspecified)	-3%
Cc1ccc(NC(=O)CSc2nncn2C)c(C)c1	44%[activator]
COc1ccc(NC(=O)NC[C@H]2O[C@@H]3C[C@@H](CC(=O)N4CCOCC4)O[C@@H]3[C@@H]2O)cc1	6%[44.1 µM]
COc1ccc(C(=O)N2CCC3(CC2)OCC(C(=O)NC2CC2)N3C(=O)c2ccccc2)cc1OC (stereo unspecified)	-12%
CCCOc1ccc(C(=O)NCC(c2ccc(OC)cc2)N2CCCCC2)cc1 (stereo unspecified)	-25%
CCc1nc2c(=O)n(CC(=O)NCCC3=CCCCC3)nc(C)c2s1	i
Cc1ccc(NC(=O)CN2CCCN(Cc3ccccc3Cl)S2(=O)=O)c(C)c1	i
CC(C)S(=O)(=O)c1oc(-c2cccs2)nc1S(=O)(=O)c1ccc(F)cc1	10µM*
COc1ccc(S(=O)(=O)N[C@H]2[C@H](O)[C@H](O)C[C@@H]2c2ccc(C(F)(F)F)nc2)cc1	-4%[44.1 µM]
COc1cccc(NC(=O)c2cccc3c(=O)c4c([nH]c23)CCCC4)c1	0.89µM*
CCOc1cccc(CC(=O)N2CCc3c([nH]c4ccc(OC)cc34)C2c2ccc(F)cc2)c1OCC (stereo unspecified)	?
Cc1ccc(C)c(CN2C(=O)c3ccccc3Sc3ccc(C(=O)NCc4cccs4)cc32)c1	?
CCc1ccccc1NC(=O)c1cc(S(=O)(=O)N2CCC(C)CC2)cn1C	i
CCOC(=O)c1cc(-c2ccccc2)n(CCC(=O)NCCc2ccccc2)c1C	?
O=C(COc1ccc(F)cc1)Nc1ccc2nc(SCc3ccccc3)sc2c1	10%
CCn1cc(-c2cc(C(=O)N3CCCCCC3)c3cccc(C)c3n2)cn1	?
O=[S+]([O-])(c1ccccc1)N1CCn2c(nnc2-c2ccccc2)C1	-6%
Cc1cc(C(=O)N2CCCC(CN3CCOCC3)CC2)nn1C (stereo unspecified)	8%
Cc1ccc(NC(=O)c2cc(S(=O)(=O)NCCC3=CCCCC3)ccc2F)cc1C	?
CC(C)NC(=O)N1Cc2ccccc2OC2(CCN(C(=O)N3CCN(C)CC3)CC2)C1	-5%
CC(C)NC(=O)c1ccc(-c2ccc(N3CCCCC3)nc2)cc1	i
C[C@@H](NC(=O)NC1CCCCC1)c1onc(-c2cccnc2)c1C(=O)O	-10%[44.1 µM]

(list continues)
SMILES	Pf Dd2 inh
O=C(NC1CCNCC1)C1CCCN(c2nc(-c3ccccc3)nc3c2CCC3)C1 (stereo unspecified)	?
CCN(CC)S(=O)(=O)c1cc(-c2onc(C)c2C)ccc1OC	i
Cc1cc(C)c(NC(=O)CSc2nccn2-c2cccc(Cl)c2)c(C)c1	i
Cc1nnc(-c2cc(N3CCN(c4ccccn4)CC3)ccn2)n1C	i
O=C(CN1C(=O)NC2(CCS(=O)(=O)CC2)C1=O)Nc1cccc(F)c1	0%
Oc1cccc(-c2cnc3n[nH]c(-c4ccccc4)c3n2)c1	i
Cc1oc2ncnc(N3CCOCC3)c2c1C(=O)NCCc1ccccc1	18%
CC(=O)Nc1ccc(C2(C(=O)O)CCCCC2)cc1	3%
O=C(CCc1cc2n(n1)CCCNC2)N1CCCN(c2ccncc2)CC1	-1%
CC(C)(C)C(=O)N1CCC(OC2CCN(Cc3ccccc3)CC2)CC1	-1%
CCOc1ccc(N2CC(c3nc4ccccc4n3CCOc3ccc(OC)cc3)CC2=O)cc1 (stereo unspecified)	?
Cn1cc(CC(=O)N2CCCc3ncc(C(=O)N4CCC(c5ccccc5)CC4)cc32)c2ccccc21	?
Cc1oc2ccn(Cc3ccc(F)cc3)c(=O)c2c1C(=O)NCc1cc(F)ccc1F	-22%
Cc1ccc(Cl)cc1N1C(=O)N(Cc2ccc(C#N)cc2)c2ccccc2S1(=O)=O	-25%
O=C(NCC1(O)CCCCC1)c1ccc2nc(Cc3ccccc3F)oc2c1	-17%
CCCn1c(=O)c2sccc2n2c(CCCC(=O)Nc3ccc(C)c(F)c3)nnc12	-19%
O=C(c1[nH]nc2c1COc1ccccc1-2)N1CCCC(Cc2nc(C3CCOCC3)no2)C1 (stereo unspecified)	i
O=C(Nc1ccc2oc(-c3ccc4ccccc4c3)nc2c1)c1ccccc1F	27%
Cc1cccc(NC(=O)C2c3ccccc3C(=O)N(CC(C)C)C23CCCC3)n1 (stereo unspecified)	3.5µM*
CCC(=O)Nc1ccccc1-c1nc2ccccc2n(CC(=O)c2ccc(Cl)cc2)c1=O	?
CN(Cc1cccn1C)[S+](=O)([O-])c1cccs1	-5%[44.1 µM]
Cc1cccc(NC(=O)C2(C)Cc3ccccc3C(=O)O2)c1 (stereo unspecified)	26%
O=C1c2[nH]nc(-c3ccccc3O)c2C(c2ccc(Cl)cc2)N1CCc1ccccc1 (stereo unspecified)	8.9µM*
Cc1ccc(-c2nnc(C3CN(C(=O)CC4CCCCC4)CC34CCOCC4)o2)cc1 (stereo unspecified)	i
CC(NC(=O)COc1ccccc1)C(=O)N1CCN(c2ccccn2)CC1 (stereo unspecified)	i

Other structures follow.
SMILES	Pf Dd2 inh
COc1ccc(NC(=O)Cn2c(=O)n(-c3ccc(CC(=O)NCC4CCCO4)cc3)c(=O)c3ccccc32)c(OC)c1 (stereo unspecified)	i
CC(C)CN1C(=O)CO[C@H](c2ccc(NC(=O)C(C)C)cc2)[C@H]1CO	?
Cn1ncc2c(N[C@@H](Cc3ccccc3)C(N)=O)nc(-c3ccncc3)nc21	?
COc1cc(C(=O)N2CCC(c3nc4ccccc4o3)CC2)cc(OC)c1OC	14%
CCOc1ccc(CNC(=O)c2ccc(NC(=O)N3CCSc4ncccc43)cc2)cc1OC	i
O=C(NC[C@H]1OC[C@@H](N(Cc2ccccc2F)Cc2ccccc2F)[C@@H]1O)c1ccccc1	i
O=C(NCC1CC1)c1noc(-c2ccc[nH]c2=O)n1	-14%
COc1ccc(-c2cn3c(n2)CO[C@@H](CNCc2ccc(Cl)cc2)C3)cc1	-26%[44.1 µM]
COc1ccccc1N1CCCc2ncc(C(=O)Nc3ccc4[nH]ccc4c3)cc21	?
CC(C)(C)CN1CCC2(CC1)COc1ccccc1[S+](=O)([O-])N2	4%
O=C(c1nnc(COc2cccc(N3CCOCC3)c2)n1Cc1ccccc1)N1CCC[C@@H]1c1ccc(Br)cc1	?
CC(C)CCN1C(=O)c2ccccc2CC1(C)C(=O)NC1CCCCC1 (stereo unspecified)	30%
COc1ccccc1CC(=O)N1CC[C@@H]2NC(=O)[C@H]3C[C@H](NC(=O)C4CCCC4)CN3C(=O)[C@H]21	-7%
COCCn1c(=O)n([C@H]2CCCN(C(=O)c3cccc4nccnc34)C2)c2ncccc21	-4%
O=C1NCN(Cc2ccc(Cl)cc2)C12CCN(Cc1ccc(F)cc1)CC2	-10%
COc1ccccc1CN[C@H]1CC(C)(C)[C@@H]2C[C@@](C)(O)CC[C@]12CCC(=O)NC1CC1	?
NCc1cccc(-c2ccc(F)cc2F)c1	13µM*
COCCNc1cc(-c2cncc(C(=O)N3CCOCC3)n2)c2cc[nH]c2n1	-12%
COc1ccc(NC(=O)c2c(N)c(C(=O)c3ccc(C)cc3)n3ccccc23)cc1OC	22%
Fc1ccc2nc([C@H]3CCN(Cc4ncc[nH]4)C3)[nH]c2c1	i
Cc1c(-c2nc(-c3ccc4c(c3)[nH]c(=O)n4C)no2)cccc1[N+](=O)[O-]	50%[activator]
O=C(NC1CCCCC1)N1CCC(c2nc(C3CCOCC3)no2)CC1	-1%
COCCCNC(=O)C(NC(=O)C1CC1)C1CCN(C(=O)c2ccc(C)cc2)CC1 (stereo unspecified)	-2%
COc1ccc(NC(=O)CCc2nnc3n(C)c(=O)c4sccc4n23)cc1	-9%
CC(C)c1ccc(NC(=O)CN2C(=O)COc3ccc(S(=O)(=O)N4CCCCC4)cc32)cc1	-4%

Carrying on:
SMILES	Pf Dd2 inh
CCCCC(=O)NC1(C(F)(F)F)C(=O)Nc2c1c(=O)[nH]c(=O)n2-c1ccc(C)c(C)c1 (stereo unspecified)	3%
Cn1cccc1C(=O)N1CCC(N2C(=O)C(O)C23CCCCC3)CC1 (stereo unspecified)	4%
COC(=O)c1ccc2nc(C[C@@H]3C[C@@H](C(C)C)[C@H](CNC(=O)C4CCC4)C=C3C)[nH]c2c1	?
CN(C)C(=O)N1CCCn2nc(CNC(=O)c3sccc3N)cc2C1	-12%
CCc1ccc(N2CC(c3noc(-c4ccc(N(C)C)cc4)n3)CC2=O)cc1 (stereo unspecified)	1%
COc1ccc(C(=O)N[C@@H]2CCC[C@@H]2C(=O)N2CCN(C(=O)c3ccco3)CC2)cn1	?
CC(=O)Nc1ccc(CN2CCCC3(CN[S+](=O)([O-])c4ccccc4N3)C2)cc1 (stereo unspecified)	-18%
O=C(c1ccccc1)N1Cc2ccccc2CC2(CCCN2CC2CCNC2)C1 (stereo unspecified)	-22%
O=C(c1ccccn1)N1CC(F)(F)C[C@H]1c1nc(-c2ncccn2)no1	i
O=C(NCCc1ccccc1)c1ccc2c(c1)CCN2S(=O)(=O)c1ccccc1	?
Cc1cc(C)c(NC(=O)C2CCN(c3nn4c(=O)cc(C)nc4s3)CC2)c(C)c1	5%
CNC(=O)c1noc([C@@H]2CC(F)(F)CN2Cc2cccn2C)n1	-2%
Cc1noc(C)c1C(=O)N1C2CCC1CN(C(C)C)C2	-17%[44.1 µM]
COCCn1c(CCC(=O)Nc2ccc(OC)c(OC)c2)nc2cccnc21	i
CC(=O)Nc1cccc(-c2cc(C(=O)NCc3c(C)cc(C)[nH]c3=O)c3c(c2)N(C(C)C)CCO3)c1	1.8µM*
CNC(=O)c1cnn2c1CN([S+](C)(=O)[O-])CC2	2%[44.1 µM]
CCOC(=O)c1cc(S(=O)(=O)Nc2ccccc2OCC)[nH]n1	7%
Cc1ccc(CNc2nc(-c3ccco3)nn2C(=O)c2ccccc2[N+](=O)[O-])cc1	22%
Cn1ccc(Nc2ccc3nnc(-c4ccccn4)n3n2)n1	29%[44.1 µM]
CCOC(=O)C1(Cc2ccc(F)cc2F)CCCN(C(=O)Nc2ccc3c(c2)OCO3)C1 (stereo unspecified)	?
Cc1cccc(OCCSc2nc3ccc(NC(=O)c4cccs4)cc3s2)c1	?
c1cncc(CN2CCC(OC3CCN(Cc4ccncc4)CC3)CC2)c1	33%[activator]
CCOC(=O)N1CCN(c2ncc3c(n2)CC(c2ccccc2O)CC3=O)CC1 (stereo unspecified)	-25%
Cc1ccc(C(=O)N2CCN(C(=O)c3nnn4c3COC(c3ccccc3)C4)CC2)cc1C (stereo unspecified)	-13%
Cc1csc2nc(-c3cccc(NC(=O)c4ccccc4F)c3)cn12	-4%

Next part
SMILES	Pf Dd2 inh
CCC(C)NC(=O)Cn1c(=O)ccc2cc(S(=O)(=O)N3CCCC3)ccc21 (stereo unspecified)	15%
COc1ccc(-c2cc([C@H]3CN4CC[C@H]3C[C@@H]4CNS(=O)(=O)c3cccs3)n(C)n2)cc1OC	?
COc1ccccc1CN1C[C@@H](CO)[C@H](c2ccccn2)C1	?
Cn1cncc1CN1CCC2(CCN(C3CCOCC3)CC2)C(CO)C1 (stereo unspecified)	-2%
CCn1ccnc1CN1CCCC(CO)(Cc2cccc(Cl)c2)C1 (stereo unspecified)	?
CC1CCc2nc3ncn(CC(=O)Nc4cccc(C#N)c4)c(=O)c3cc2C1 (stereo unspecified)	39%
O=C(CSc1nccn1Cc1ccc(F)cc1)NCc1ccc(F)cc1	35%[activator]
CCOC(=O)c1ccc(N2C(=O)c3n[nH]c(-c4ccco4)c3C2c2ccc(O)c(OCC)c2)cc1 (stereo unspecified)	i
COc1ccc(CN2C=C(C(=O)OCc3nc(-c4cccc(OC)c4)no3)C(C)=NS2(=O)=O)cc1	?
CC(C)(C)c1ccc(-c2cc(C[C@H]3CNCC[C@H]3CC(=O)NCc3cccnc3)no2)cc1	?
